XiGFP reactiv – activators of inactive X chromosome reactivation, primary screen, imaging, XiGFP fibroblasts, GFP high-content imaging, set 2. XiGFP mouse fibroblasts, % GFP-positive cells imaging, 3 d; cells co-treated with 5-aza-dC sensitizer; scaled so ellipticine positive control = 100%. 360,000 tested, 0.055% active. activation, % at 7.58 µM;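 active means mean normalized replicate activation at least 10% and every replicate at or above 10%; inconclusive means only one of the two criteria met; inactive means mean below 10% and not all replicates reach 10%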;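 further: 0% = median of on-plate neutral control wells and 100% = ellipticine 6 µM median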
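Schedule: 3 d treatment, 15 min room-temperature fixation; system: 68-5-11 XiGFP fibroblast line; buffer or medium: DMEM plus 5-aza-dC sensitizer; control set: ellipticine 6 µM positive control; compound: one concentration, pinned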
DENV2 CPE rescue – inhibitors of DENV2 cytopathic effect, primary screen, cell-based, plate reader, single concentration; DENV2-infected cells, cytopathic effect rescue; CPE inhibition, % at 9.99 µM; 350,000 tested, 1.7% active; AID 651640, 2012; in the data active means CPE inhibition above about 20%, passing the limit was not always enough; inconclusive means no clear call, values can overlap the other calls; tested in BHK-21 cells;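 further: 0% = median of neutral control wells and 100% = median of positive control wells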
ERp5 inh – inhibitors of ERp5-driven insulin aggregation, primary screen, biochemical, turbidity, absorbance 650 nm, single point; inhibition, % at 9.99 µM; 350,000 tested, 0.05% active; Protein disulfide-isomerase A6 (Homo sapiens), Q15084; 90 min; AID 651711, 2012;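 active means mean replicate inhibition above about 25%, with every replicate also reaching it, limit read from the data, passing the limit was not always enough; inconclusive means only one of those two criteria met; inactive means neither criterion met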
Target sequence (Q15084 whole entry, looked up): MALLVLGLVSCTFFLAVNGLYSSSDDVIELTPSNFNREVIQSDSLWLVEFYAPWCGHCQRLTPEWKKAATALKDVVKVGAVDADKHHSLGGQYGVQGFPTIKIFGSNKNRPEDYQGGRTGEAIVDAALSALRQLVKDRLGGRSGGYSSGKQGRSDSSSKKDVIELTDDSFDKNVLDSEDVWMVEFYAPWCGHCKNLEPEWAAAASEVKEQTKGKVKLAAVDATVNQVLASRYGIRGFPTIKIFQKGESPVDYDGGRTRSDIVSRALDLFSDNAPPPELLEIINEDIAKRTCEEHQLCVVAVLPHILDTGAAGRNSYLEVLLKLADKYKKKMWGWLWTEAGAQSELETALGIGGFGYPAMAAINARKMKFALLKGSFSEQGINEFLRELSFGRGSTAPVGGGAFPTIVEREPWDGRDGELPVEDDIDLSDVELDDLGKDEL
EWS-Fli inh – EWS/Fli-driven NR0B1 reporter inhibitors, primary screen, A673 cells, NR0B1 luciferase, luminescence, MLPCN library. inhibition, % at 12.6 µM. viability-normalised. 350,000 tested, 0.67% active;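 active means mean inhibition of at least 50% after viability correction, with every replicate also passing that limit; inconclusive means mean reaches 50% but only one of two replicates passes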;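 further: firefly luciferase signal divided by Alamar Blue viability fluorescence both relative to DMSO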
PAX8 reporter – inhibitors of PAX8-driven TPO luciferase reporter, primary screen, RMG-I cells, single concentration; 360,000 tested, 1.2% active; SteadyGlo, 24 h; inhibition, % at 12.6 µM;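 active means mean replicate inhibition at least 60% with every replicate also reaching 60%; inconclusive means only one of the two criteria is met; inactive means mean below 60% and not all replicates reaching 60%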;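 further: luciferase light reporting Pax8 driven TPO promoter activity; plate controls were median of neutral control wells for no effect and mitoxantrone controls for full effect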
INS-1E GSIS act – GLuc luminescence reporter in INS-1E cells, primary screen for activators of glucose-dependent secretion of insulin. INS-1E GLuc reporter insulin secretion, 2-3 h. activation, % at 16.6 µM. 370,000 tested, 0.61% active. AID 743287, 2014;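 active means lowest replicate activation of at least 40%, so every replicate reaches that level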;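 further: 0% = median of neutral control wells and 100% = median of IBMX positive control wells; some compounds called inactive have numbers as strong as hits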
ARNT-TACC3 inh – disruptors of ARNT/TACC3 protein interaction, primary screen, biochemical, AlphaScreen, single concentration; AID 623870, 2012; AlphaScreen His-ARNT PAS-B/GST-TACC3 binding, luminescence; TACC3 fragment carries E629A point mutation; inhibition, % at 9.99 µM; 390,000 tested, 0.66% active; Transforming acidic coiled-coil-containing protein 3 (Homo sapiens), Q9Y6A5;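 active means mean inhibition of replicates at least 50% and at least half of replicates each reaching 50%; inconclusive means half or more replicates reach 50% but mean below 50%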;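 further: 0% = complete ARNT plus TACC3 wells and 100% = ARNT alone without TACC3; many hits fall short of the cut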
F508del corr – F508del CFTR correction, initial screen, CFBE line, single point; CFBE cells, YFP halide quenching; stimulated with forskolin plus potentiator P3; % fluorescence drop versus neutral controls; activity (quench increase), % at 7.58 µM; 350,000 tested, 0.36% active; AID 720511, 2013;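 active means mean added fluorescence quench of at least 8% versus neutral control, with both replicates also reaching 8%; inconclusive means only one of the mean or replicate conditions met; inactive means mean below 8% and not both replicates reaching 8%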;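 further: cells transiently co-express mutant CFTR-F508del with the halide-sensitive YFP; corrector assay measuring rescue of mutant channel to the surface after 24 h compound exposure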
* = called active by the depositor; ? = inconclusive; · = not tested or not shown; & = joins results of further samples.

SMILES | XiGFP reactiv | DENV2 CPE rescue | ERp5 inh | EWS-Fli inh | PAX8 reporter | INS-1E GSIS act | ARNT-TACC3 inh | F508del corr
C/C(=N\Nc1nc(C)cc(-c2ccccc2)n1)c1cccc(N)c1 | 0.0 | -4 | 1 | -24 | -7 | · | -2 | 0.9
Cc1ccc([N+](=O)[O-])cc1-c1ccc(/C=N\n2nnnc2N)o1 | 0.2 | -1 | -1 | -9 | -10 | -1 | 0 | 0.0
COc1ccc(CC(=O)N(CC2CCCO2)c2nc3ccccc3s2)cc1 (stereo not drawn) | 0.0 | -2 | -2 | -23 | 28 | -18 | 0 | -1.9
COc1ccc(NC(=O)N(C)C[C@H]2Oc3ccc(NS(=O)(=O)c4ccccc4)cc3C(=O)N([C@H](C)CO)C[C@@H]2C)cc1 | 0.2&0.0 | 29* | -3 | -3&-7 | -9 | -14&-7 | -3&-7 | -0.2&-0.8
COCCn1c(SCC(=O)N2CCCCC2)nc2c([nH]c3ccccc32)c1=O | 0.5 | 3 | 5 | · | 17 | 16 | -5 | 2.1
CC(=C1C(=O)c2ccccc2C1=O)N1CCN(c2ccc(F)cc2)CC1 | 0.0 | ? | 7 | -11 | -7 | -5 | 9 | ·
C=CCNC(=O)COc1coc(CN2CCN(C(=O)c3ccco3)CC2)cc1=O | 0.4 | -7 | 4 | -4 | · | 49* | -3 | 1.8
C[C@@H]1CCCCO[C@H](CN(C)C(=O)Cc2ccccc2)[C@@H](C)CN([C@H](C)CO)C(=O)c2cc(NC(=O)CCC(F)(F)F)ccc2O1 | 0.0 | 12 | · | 0 | 1 | 9 | -1 | -1.3
Cc1ccc(NC(=O)CCn2c(=O)c3cccn3c3ccccc32)c(C)c1 | 0.0 | 4 | 1 | · | 13 | 9 | -2 | 2.4
Cc1cc(=O)[nH]c(SCC(=O)Nc2cc(S(=O)(=O)N(C)C)ccc2Cl)n1 | 0.0 | -2 | 3 | -4 | -7 | 14 | -2 | -0.3
O=C(C[C@H]1C=C[C@H](NC(=O)C2CC2)[C@H](CO)O1)Nc1nccs1 | 0.3 | -2 | -9 | 2 | -1 | 15 | 6 | 2.9
Cc1cccc(-c2nc(CN3CCN(Cc4cccc(F)c4)CC3)c(C)o2)c1 | 0.0 | -5 | -1 | 13 | 13 | -7 | 9 | 2.5
O=C(COCc1nc2ccccc2c(=O)[nH]1)NCC1CCCCC1 | · | · | -7 | -4 | · | -7 | -9 | 1.2
COc1ccc(NC(=O)N(C)C[C@@H]2OCCCC[C@@H](C)Oc3ccc(NS(=O)(=O)c4ccc(Cl)cc4)cc3C(=O)N([C@H](C)CO)C[C@@H]2C)cc1 | -0.1 | -1 | -1 | 10 | -28 | -4 | -2 | -0.8
C/C=C/c1ccc([C@@H]2[C@H](CO)N3C(=O)CN(Cc4ccc(C)cc4)C[C@@H]23)cc1 | 0.2 | -2 | 5 | · | · | -3 | · | -0.6
CCc1ccc(NC(=S)NC2CC3CCCC(C2)N3Cc2ccccc2)cc1 (stereo not drawn) | 0.0 | 7 | 3 | -3 | -19 | -24 | 8 | 2.9
COc1ccc(/C=N/NC(=O)CNS(=O)(=O)c2ccc(C)cc2)cc1 | 0.0 | -2 | 7 | -2 | -9 | -4 | -9 | 1.5
CN(Cc1ccccc1OCCO)CC1CCCN(CCc2ccc(Cl)cc2)C1 (stereo not drawn) | 0.1 | -13 | 0 | 12 | 10 | · | 0 | -2.6
Cc1ccc2c(Cl)cc(Cl)c(OCC(=O)NC(C)(C)C)c2n1 | 0.1 | 0 | 3 | -12 | 19 | 11 | 9 | -1.9
C[C@@H]1CCCCO[C@H](CN(C)S(=O)(=O)c2cn(C)cn2)[C@@H](C)CN([C@H](C)CO)C(=O)c2cc(NS(=O)(=O)c3cn(C)cn3)ccc2O1 | 0.1 | -6 | -5 | -3 | -6 | 28 | 4 | -1.6
Cc1cs/c(=N/C(=S)Nc2ccccc2)n1C | 0.0 | · | · | -28 | -145 | 9 | -6 | -4.6
C[C@H](CO)N1C[C@H](C)[C@@H](CN(C)C(=O)c2ccccn2)Oc2ncc(-c3cccc(F)c3)cc2C1=O | -0.7 | 7 | -1 | -1 | · | 16 | 0 | -1.7
CCn1ccnc1CC1COc2ccccc2O1 (stereo not drawn) | -0.1 | -14 | 5 | -12 | -22 | · | 3 | 1.7
CC(C)CC(=O)N1CC(=O)Nc2ccc(F)cc2C1c1ccccc1 (stereo not drawn) | 0.0 | 0 | -6 | 6 | -35 | 6 | 8 | -0.5
CSc1ccccc1NC(=O)c1cc2c(=O)n3ccccc3nc2s1 | 0.0 | 22* | 6 | · | -16 | 0 | -7 | -2.0
Cc1cccc(C)c1NC(=O)c1ccc(-c2cc(F)ccc2F)o1 | 0.0 | -1 | 4 | -13 | -2 | -17 | · | 0.9
O=C(CNc1ccccc1)N/N=C/c1cn(-c2ccccc2)nc1-c1ccccc1 | 0.0 | 2 | 10 | -5 | 58 | · | -2 | 0.1
C[C@H](CO)N1C[C@H](C)[C@@H](CN(C)C(=O)Nc2ccc(C(F)(F)F)cc2)Oc2ccc(NC(=O)Cc3cn(C)c4ccccc34)cc2C1=O | -0.4 | -1 | 1 | -4 | · | 2 | -1 | 1.0
C#CCOCCOCCOCCNc1nc(N2CCN(C(=O)CCCCCCCCCCNC(=O)[C@H](CO)n3cc(CCCSC)nn3)CC2)nc(N2CCN(C(=O)CCCCCCCCCCNC(=O)[C@H](CO)n3cc(CCCSC)nn3)CC2)n1 | -0.2 | 121* | 1 | 20 | 24 | -24 | -2 | -2.3
CC(C)(C)S(=O)N1Cc2cc(C(=O)NCc3ccc4c(c3)OCO4)nc(-c3cccc(C#CCC4CCCC4)c3)c2[C@@H]1CCO (stereo partly drawn) | · | 49* | 2 | -6 | · | · | · | 5.9
CC(=O)c1c(C)[nH]c(C(=O)OCC(=O)Nc2sc3c(c2C#N)CCC(C)C3)c1C (stereo not drawn) | -0.1 | -4 | -1 | 5 | 10 | 13 | -3 | 2.6
COC(C(=O)Nc1ccc(Cl)cc1C)c1ccccc1 (stereo not drawn) | -0.1 | 0 | -9 | -14 | -29 | -5 | -7 | ·
O=C(C[C@@H]1CC[C@H]2[C@@H](COC[C@@H](O)CN2C(=O)C2CC2)O1)NCc1ccncc1 | 0.2 | -3 | -2 | -12 | -7 | 19 | -11 | -2.0
O=C(C(=O)N1CCCC1)c1c[nH]c2ccccc12 | 0.0 | -1 | -2 | 4 | 8 | -9 | -19 | -1.9
Cc1cc(=O)oc2c(C)c(OCC(=O)NCC3CCC(C(=O)O)CC3)ccc12 (stereo not drawn) | · | ? | 6 | 2 | · | · | -14 | 0.7
C[C@@H]1CN([C@H](C)CO)C(=O)c2cccc(N(C)C)c2O[C@@H]1CN(C)Cc1ccc(-c2ccccc2)cc1 | 0.1 | 5 | -3 | · | 6 | -2 | -2 | 0.8
S=C1NCN(Cc2ccccc2)CN1 | 0.0 | 6 | · | 2 | -11 | · | 1 | -1.2
Cc1cccc2sc(NC(=O)Cn3c(C)csc3=O)nc12 | -0.1 | 0 | 1 | 1 | 12 | 6 | 1 | 2.1
CCN(CC1CCCO1)C(=O)CCc1nnc(CCc2ccccc2)o1 (stereo not drawn) | 0.0 | -10 | -12 | -78 | -69 | -10 | · | 0.0
CN1C(=O)[C@H]2[C@@H](/C=C/c3ccccc3)N3C(=O)CN(Cc4ccccn4)C(=O)[C@@]3(Cc3ccccc3)[C@H]2C1=O | 0.4 | 5 | 5 | 0 | -24 | · | -5 | 3.2

Rewritten as a markdown table: 2 of the compounds above
| Compound | XiGFP reactiv | DENV2 CPE rescue | ERp5 inh | EWS-Fli inh | PAX8 reporter | INS-1E GSIS act | ARNT-TACC3 inh | F508del corr |
| --- | --- | --- | --- | --- | --- | --- | --- | --- |
| O=C(COCc1nc2ccccc2c(=O)[nH]1)NCC1CCCCC1 | · | · | -7 | -4 | · | -7 | -9 | 1.2 |
| CN1C(=O)[C@H]2[C@@H](/C=C/c3ccccc3)N3C(=O)CN(Cc4ccccn4)C(=O)[C@@]3(Cc3ccccc3)[C@H]2C1=O | 0.4 | 5 | 5 | 0 | -24 | · | -5 | 3.2 |

Continuation:
SMILES | XiGFP reactiv | DENV2 CPE rescue | ERp5 inh | EWS-Fli inh | PAX8 reporter | INS-1E GSIS act | ARNT-TACC3 inh | F508del corr
NC1=C(Cl)C(=O)c2ccccc2C1=O | -0.1 | -10 | -1 | -14 | -3 | -6 | 31 | 2.3
CCN(c1ccccc1)S(=O)(=O)c1ccc(Cl)c(NC(=O)COC(=O)C2CC2C)c1 (stereo not drawn) | 0.0 | -7 | -1 | -3 | 0 | -10 | -6 | -1.6
CC(=O)N1CCOc2cc(S(=O)(=O)N3CCN(c4ccccc4)CC3)c(Cl)cc21 | 0.3 | 14 | 0 | 23 | -5 | 1 | 4 | 1.6
COCCNC(=O)C[C@H]1C[C@H]2c3cc(NS(C)(=O)=O)ccc3O[C@H]2[C@H](CO)O1 | 0.2 | 11 | -1 | 5 | -22 | 7 | -1 | -0.2
C[C@@H]1CN([C@@H](C)CO)C(=O)c2cc(NC(=O)CCCN(C)C)ccc2O[C@@H](C)CCCCO[C@@H]1CN(C)C(=O)Nc1ccccc1 | 0.3 | 0 | 4 | -18 | 7 | 28 | -5 | 0.4
CCOC(=O)COc1cccc2c(=O)n(CC(=O)NCCc3ccccc3)ccc12 | 0.1 | -1 | 1 | 15 | -9 | · | -4 | -0.3
O=C(COc1ccc(F)cc1)Nc1nnc(C2CCCCC2)s1 | -0.1 | -5 | 3 | · | -19 | 3 | -2 | 3.0
COc1ccccc1CN1[C@@H]2Cn3c(cccc3=O)[C@H]1[C@@H](C(=O)N1CCc3ccccc3C1)[C@@H]2CO | 0.0 | -3 | -1 | -1 | -12 | 9 | -1 | -0.3
O=C(Nn1c(-c2ccc(F)cc2)nc2ccccc2c1=O)C1CCCCC1 | · | 6 | -4 | 6 | · | -7 | -4 | -3.0
CC(C)(O)C#Cc1ccc([C@@H]2[C@@H](CO)N3CCCCN(C(=O)c4ccncc4)C[C@H]23)cc1 | 0.4 | · | -1 | -12 | -1 | 11 | -3 | -0.7
Cc1ccc2nc(-c3ccccc3O)c(Nc3ccc4c(c3)OCCO4)n2c1 | 0.1 | -7 | 4 | 9 | -7 | -6 | -17 | 0.1
CCSc1nsc(NC(=O)Nc2cccc(C(C)=O)c2)n1 | 0.3 | 1 | 0 | -86 | -127 | -13 | -3 | -11
COc1cc(C2/C(=C(\O)c3ccc4c(c3)OCCO4)C(=O)C(=O)N2CCN2CCOCC2)cc(OC)c1OC (stereo not drawn) | -0.1 | -4 | 1 | 0 | 1 | 1 | -16 | -3.0
COC(=O)CNC(=O)Cn1nc(C)c([N+](=O)[O-])c1C | 0.2 | 16 | -3 | 2 | -12 | -2 | -2 | -1.8
CC(C)NC(=O)N1CC[C@@H]2[C@H]1c1cc(-c3ccc(F)cc3)ccc1N(C)[C@H]2CO | 0.2 | -1 | 0 | 14 | 1 | 1 | 5 | -1.5
O=C(C1CCCO1)N1N=C(c2ccc(Br)cc2)CC1c1ccco1 (stereo not drawn) | 0.0 | ? | 2 | 8 | 39 | 5 | 8 | 0.5

Bioassay records from PubChem BioAssay.
